Compound activity: PubChem BioAssay, several laboratories
APP 5UTR inh: inhibitors of APP translation via 5'UTR reporter, primary screen, APP 5'UTR luciferase, SH-SY5Y cells. SH-SY5Y APP 5'UTR-luciferase reporter, luminescence. inhibition, % at 2 µM. 190,000 tested, 0.82% active. AID 1285, 2008;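 active = inhibition above a set limit, derived from the sample mean plus 3 SD, cut at about 45% in these data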; also: values of inactives mirror those of a sister screen read the other way
TNAP act hi DEA: TNAP activators at high phosphate acceptor level, primary screen, biochemical, luminescence, uHTS; Alkaline phosphatase, tissue-nonspecific isozyme (Homo sapiens), P05186; purified TNAP, CDP-star luminescence, 1 M DEA, 30 min; hits give high values; 0 = EDTA background, 1 = DMSO-only activity; activation factor at 20 µM; 200,000 tested, under 10 active; AID 1136, 2008;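 active = activation factor at least 2 at 20 µM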
Target sequence (P05186 whole entry, looked up): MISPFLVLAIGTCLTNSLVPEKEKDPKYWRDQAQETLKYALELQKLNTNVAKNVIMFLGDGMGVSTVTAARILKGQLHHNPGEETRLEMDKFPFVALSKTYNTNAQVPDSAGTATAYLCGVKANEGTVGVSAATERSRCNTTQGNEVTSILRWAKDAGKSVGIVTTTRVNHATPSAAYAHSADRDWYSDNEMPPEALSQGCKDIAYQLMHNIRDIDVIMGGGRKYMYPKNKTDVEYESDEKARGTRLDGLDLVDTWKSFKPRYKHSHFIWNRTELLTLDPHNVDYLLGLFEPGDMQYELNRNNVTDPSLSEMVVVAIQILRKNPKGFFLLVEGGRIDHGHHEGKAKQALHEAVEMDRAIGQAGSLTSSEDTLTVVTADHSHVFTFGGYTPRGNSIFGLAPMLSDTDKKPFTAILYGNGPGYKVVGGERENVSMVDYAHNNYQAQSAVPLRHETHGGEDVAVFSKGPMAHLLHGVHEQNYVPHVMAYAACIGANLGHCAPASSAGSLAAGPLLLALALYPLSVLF
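Measured by: Luminescent substrate turnover signal | Test system: Human TNAP | Input: TNAP 1/800 final | Dosing: 20 µM single point | Schedule: 30 min, room temperature | Controls: EDTA wells as negative control, DMSO wells as positive control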
bIAP inhibitor: bovine intestinal alkaline phosphatase inhibitors, primary screen, selectivity assay for TNAP inhibitor project, biochemical, bovine IAP, CDP-star luminescence | inhibition, % at 20 µM | 190,000 tested, under 10 active | alkaline phosphatase, intestinal [Bos taurus] | purified bovine IAP, 30 min | AID 1019, 2008;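 active = over 50% inhibition of intestinal alkaline phosphatase at 20 µM in the single-dose screen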
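System: purified bovine intestinal alkaline phosphatase (IAP) enzyme; Input: IAP diluted 1/65,000,000 in the well; Measured by: CDP-star luminescence signal; Compound dosing: 20 µM single dose; Incubation: 30 min reaction at room temperature.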
TNAP inh noacc: human TNAP enzyme inhibitors, primary screen, biochemical, luminescent, no phosphate acceptor, uHTS; inhibition, % at 20 µM; Alkaline phosphatase, tissue-nonspecific isozyme (Homo sapiens), P05186; 200,000 tested, 0.26% active; purified TNAP, CDP-star luminescence, 30 min;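 active = tissue-nonspecific alkaline phosphatase inhibition above about 50% at 20 µM in the single-dose screen, limit read from the data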;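 also: 0% = DMSO negative control and 100% = EDTA positive control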
L major viab: Leishmania major promastigote growth inhibition, primary screen; Leishmania major promastigotes, resazurin fluorescence viability; inhibition, % at 10 µM; 200,000 tested, 9% active; AID 1063, 2008; in the data active = inhibition above about 50%;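 also: promastigotes grown with compound for 44 hours at 28 °C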
bIAP act: bovine intestinal alkaline phosphatase activators, primary screen, biochemical, bovine IAP, CDP-star luminescence | activation factor at 20 µM | purified bovine IAP, 30 min; hits give high values; fold of DMSO-control signal, blank-subtracted | alkaline phosphatase, intestinal [Bos taurus] | 200,000 tested, 0.17% active;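 active = activation factor of 2 or more at 20 µM, a signal rise over negative controls twice the positive control's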
FLuc inhib CS: firefly luciferase enzyme inhibitors, primary screen, artefact control for luciferase-based inhibitor screens, biochemical, luminescence, ATPLite; 10 min; inhibition, % at 10 µM; Luciferin 4-monooxygenase (Photinus pyralis), P08659; AID 1006, 2008; 200,000 tested, 1.5% active;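 active = inhibition above about 50% when tested at 10 µM, limit read from the data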
Target sequence (P08659 whole entry, looked up): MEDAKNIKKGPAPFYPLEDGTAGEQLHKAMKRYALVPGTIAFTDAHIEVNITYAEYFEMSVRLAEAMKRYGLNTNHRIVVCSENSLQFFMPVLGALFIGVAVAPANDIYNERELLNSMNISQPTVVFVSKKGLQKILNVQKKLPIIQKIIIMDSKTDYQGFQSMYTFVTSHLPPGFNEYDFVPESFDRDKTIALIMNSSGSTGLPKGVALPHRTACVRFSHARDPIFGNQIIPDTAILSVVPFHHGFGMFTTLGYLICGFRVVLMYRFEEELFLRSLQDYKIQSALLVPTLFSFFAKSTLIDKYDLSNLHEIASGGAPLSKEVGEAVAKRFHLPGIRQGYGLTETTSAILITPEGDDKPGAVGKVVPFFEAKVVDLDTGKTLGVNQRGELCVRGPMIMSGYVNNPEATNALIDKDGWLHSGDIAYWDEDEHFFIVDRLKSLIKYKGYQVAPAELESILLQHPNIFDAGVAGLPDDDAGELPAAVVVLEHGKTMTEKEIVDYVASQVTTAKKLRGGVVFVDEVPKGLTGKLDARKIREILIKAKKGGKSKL
FLuc stim CS: FLuc activators, initial screening, artefact control for FLuc-dependent activation tests, biochemical, ATPlite luminescence. Luciferin 4-monooxygenase (Photinus pyralis), P08659. ATPlite luciferase biochemical, 10 min; 0 = ATP-free wells, 1 = DMSO control. activation factor at 10 µM. 200,000 tested, under 10 active. AID 1027, 2008;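 active = luciferase activation factor, scaled between plate controls, of at least 2 with compound at 10 µM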
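Assay system: Luciferase/luciferin detection reagent, cell-free biochemical luciferase assay / Read-out: luciferase activation / Benchmarks: No-ATP low control, compound-free enzyme-plus-ATP high control / Medium: PBS buffer for ATP / Detection: luminescence measurement of luciferase light output / Schedule: 10 min at ambient temperature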
TNAP inh hiacc: human TNAP enzyme inhibitors, primary screen, biochemical, luminescent, high phosphate acceptor level, uHTS. 200,000 tested, 0.03% active. AID 1135, 2008. purified TNAP, CDP-star luminescence, 1 M DEA. Alkaline phosphatase, tissue-nonspecific isozyme (Homo sapiens), P05186. inhibition, % at 20 µM;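 active = over 50% inhibition of tissue-nonspecific alkaline phosphatase at 20 µM in the single-dose screen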;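 also: plate controls were DMSO wells for no effect and EDTA-quenched wells as full inhibition for full effect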
RAM inhibit: inhibitors of the yeast RAM network, primary screen, dse1pr::URA3 reporter, 5-FOA selection; S. cerevisiae dse1pr::URA3 reporter, 5-FOA growth OD615, 2 d; analog-sensitive cbk1-as2 kinase mutant strain; 190,000 tested, 1.8% active; inhibition, % at 50 µM;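 active = inhibition above a set limit, 3 SD over mean compound inhibition, cut at about 8.4% in these data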;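 also: 0% = DMSO-only wells with no growth and 100% = 10 µM 1-NA-PP1 full growth; inhibition rescues growth on 5-FOA so higher OD means more RAM inhibition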
Numbers without * were called inactive. Outcome played no part in choosing rows (roughly 13% active in at least one column).

Molecule	APP 5UTR inh	TNAP act hi DEA	bIAP inhibitor	TNAP inh noacc	L major viab	bIAP act	FLuc inhib CS	FLuc stim CS	TNAP inh hiacc	RAM inhibit
C[C@H](NC(=O)c1nc[nH]c1C(=O)N[C@@H](C)c1ccccc1)C(=O)OC(C)(C)C	-18.8	1	-51.6	-8.8	5.7	1.5	-10.8	1.1	-3.1	1.3
COc1ccc(-c2nnn3c2nc(NCc2ccccc2)c2ccccc23)cc1	0.3	1.1	-4.7	-30.0	12.5	1	-5.5	1.1	-9.3	2.8
COc1cc(N2CCCC2)c(OC)cc1/C=C(/C#N)c1ccc(F)cc1	-0.4	0.8	7.1	11.2	11.2	0.9	-0.9	1	18.3	4.7
CCC(=O)N(Cc1c(C)nn(-c2ccccc2)c1Cl)c1ccc(Cl)cc1	5.8	1	0.1	-13.1	64.7*	1	-5.0	1.1	-3.7	1.2
O=c1c2c(-c3cccs3)csc2ncn1-n1cccc1	-20.1	1	-3.1	-6.2	3.0	1	1.5	1	-3.4	1.8
Cc1cc(C)c2c(=O)[nH]n(C3CCCCCC3)c2n1	-7.0	1.1	0.8	-13.0	-3.4	1	-9.5	1.1	-7.2	5.1
O=C(O)c1ccc2cccc(Cl)c2c1O	4.0	1	5.2	-11.5	-5.1	0.9	-0.2	1	-3.4	0.4
O=C(Cn1cc(C(=O)c2cccs2)c2ccccc21)NCc1cccs1	-23.0	1	11.8	-3.6	2.5	0.9	-2.7	1	-2.8	6.4
O=C(Cc1ccc(-n2c(=O)c3sccc3n(Cc3ccc(F)cc3)c2=O)cc1)NCc1ccco1	-16.1	1	-16.2	-18.1	10.6	1.2	-3.9	1	-1.6	0.8
C=C(C)C1CC=C(C)/C(=N/Nc2ccccc2[N+](=O)[O-])C1 (stereo not given)	-1.9	0.9	4.0	2.8	-0.8	1	-4.7	1	11.7	7.5
O=C(CCCC(=O)OCC(=O)c1ccc(Cl)cc1Cl)Nc1cc(C(F)(F)F)ccc1Cl	-5.1	1	5.3	4.1	-4.8	0.9	37.1	0.6	-3.1	2.4
Cc1cc(OCCCn2ccnc2)cc(C(C)C)c1	-29.6	1	-2.9	-4.5	78.3*	1	-2.2	1	0.7	0.4
CCCN(Cc1cc2cc(C)ccc2[nH]c1=O)C(=O)c1cccc(OC)c1	-5.1	1	11.4	-5.6	16.0	0.9	-1.6	1	-4.4	2.2
Cc1noc(C)c1COc1ccc(C(=O)Nc2ccccc2)cc1	-17.1	1	11.5	-2.9	-3.2	0.9	-6.6	1.1	-3.4	3.9
CCn1c2ccccc2c2cc(NC(=O)COc3ccccc3)ccc21	2.5	1	2.4	-4.1	-2.0	1	-2.6	1	-3.5	6.4
O=C(CCn1c(=O)[nH]c2ccsc2c1=O)N1CCc2ccccc2C1	15.1	1.1	-1.4	-5.0	-6.3	1	-7.5	1.1	-5.5	4.0
Cc1ccc(NC(=O)CN2C(=O)S/C(=C\c3ccccn3)C2=O)cc1	3.9	1	-15.3	-3.2	-1.8	1.2	-3.5	1	-1.0	5.8
Cc1ccccc1-c1nnn(CC(=O)Nc2ccc3c(c2)OCCO3)n1	-0.5	1	-5.8	-15.0	1.7	1.1	-0.8	1	-4.9	11.5*
CCN(CC)C(=O)Sc1cccc2cccnc12	-7.6	1	15.0	-6.5	-8.8	0.8	-2.8	1	1.2	0.1
COc1ccc(CN2CCNC(=O)C2CC(=O)NCCc2c[nH]c3ccccc23)c(OC)c1 (stereo not given)	21.0	1	-8.0	-4.9	-9.6	1.1	-3.4	1	-3.8	1.6
COc1cccc(NC(=O)CSCc2n[nH]c(=O)[nH]2)c1	2.7	1	8.1	-11.1	-6.7	0.9	-2.0	1	-4.5	-0.1
COc1cc(/C=N/NC(=S)Nc2cccnc2)cc(OC)c1OC	-16.5	1	12.6	-6.0	-2.9	0.9	5.5	0.9	1.9	1.6
COc1ccc(N2CCN(C(=O)COc3ccccc3)CC2)cc1	-9.0	1	1.6	-9.8	-1.8	1	-2.5	1	1.0	0.5
COCC(C)NC(=O)NC1(C(F)(F)F)Oc2ccc(Cl)cc2O1 (stereo not given)	26.4	0.9	-4.4	33.7	18.0	1	-2.0	1	7.8	0.8
COc1ccc(C(=O)NNC(=O)CCCCC(=O)NNC(=O)c2ccc(OC)cc2)cc1	16.1	1	12.9	-64.9	-6.7	0.9	3.2	1	1.2	0.5
CN1CCN(/C=N/C2=C(C#N)C(c3ccccc3)C3=C(CC(C)(C)CC3=O)O2)CC1 (stereo not given)	-1.5	1.1	-6.6	-13.6	75.2*	1.1	-6.0	1.1	-9.5	0.4
COc1ccc(NC(=O)CN(C)CC(=O)Nc2ccc(Cl)cc2[N+](=O)[O-])cc1	-1.6	1	-9.5	-6.1	4.1	1.1	-7.9	1.1	0.6	0.6
Cc1cccc(C)c1NC(=O)CN(C)CC(=O)Nc1cc(Cl)ccc1C#N	1.4	1	-45.7	-16.8	-1.0	1.5	-9.4	1.1	-4.2	0.2
CC(C)NS(=O)(=O)c1ccc(OCC(=O)Nc2ccc3c(c2)OCO3)cc1	-14.5	1	7.6	-14.6	1.1	0.9	0.2	1	-2.5	1.9
Cc1cc(NC(=O)c2ccc(N3C(=O)CCC3=O)cc2)no1	-18.6	1	7.9	-10.1	-0.8	0.9	7.5	0.9	-3.3	1.1
CC(C)C(=O)Nc1nnc(CCc2nnc(NC(=O)C(C)C)s2)s1	8.3	1	-14.5	-6.3	-5.2	1.1	-5.3	1.1	-1.2	2.4
COc1ccc(CN2C(=O)CC(C(=O)NCCc3ccc(S(N)(=O)=O)cc3)SC2=Nc2ccccc2)cc1 (stereo not given)	17.0	1.1	-3.4	-59.3	-3.5	1	-6.9	1.1	-5.9	3.5
COc1cc(-c2nc(-c3ccc(NC(=O)c4ccc(Br)o4)cc3)no2)cc(OC)c1OC	-0.8	1.1	2.2	-11.7	-3.6	1	-1.1	1	-7.0	0.0
Cn1[nH]c(-c2ccccc2)c(/C=N/O)c1=O	2.6	1	-10.7	3.0	-7.4	1.1	1.4	1	1.5	-0.5
CCCN(CCC)C(=O)Cn1c(=O)n(CCCCC(=O)NC2CCCC2)c(=O)c2ccccc21	0.7	1	1.6	-2.1	-1.5	1	-7.5	1.1	-2.6	6.4
CC(C)OC(=O)CSc1nc2c(c(C3CC=CCC3)c1C#N)CCC2 (stereo not given)	-8.6	1	2.7	-4.9	11.4	1	-2.4	1	-1.1	10.7*
COc1cc(C(=O)N2CCN(C/C=C/c3ccccc3)CC2)cc(OC)c1OC	-13.0	1	7.6	-7.3	2.8	0.9	-2.8	1	-4.4	-0.4
C/C(Nc1cccc(F)c1)=C(/C#N)C(N)=O	0.5	1	4.2	-15.5	0.9	1	-2.4	1	-4.3	0.8
CCC(CC)NC(=O)COC(=O)c1ccc(OCc2ccc(C(C)=O)cc2OC)c(OC)c1	-23.7	1	9.1	-20.7	34.2	0.9	-1.9	1	1.3	2.1
Cc1ccccc1NC(=S)/C(=C(\[O-])c1cc(C)n(Cc2ccccc2Cl)c1C)[n+]1ccccc1	-3.2	1	-0.2	-12.3	40.6	1	-6.2	1.1	0.2	1.0
CC1Cc2nc(SCC(=O)Nc3ccc(F)cc3F)n(C)c(=O)c2S1 (stereo not given)	-9.9	1	-6.7	-14.7	0.7	1.1	-6.5	1.1	-4.1	-1.3
O=C(Cc1ncc(C(F)(F)F)cc1Cl)Nc1ccc(F)cc1	-0.2	1	8.6	-7.5	-4.8	0.9	-3.3	1	4.3	2.2
CCCCC(=O)Nc1ccccc1C#N	-5.0	1	3.4	-5.1	-4.8	1	-6.4	1.1	-1.7	0.9
O=S(=O)(c1cccc2cccnc12)N1CCN(c2ccccc2)CC1	9.4	1	8.6	3.1	7.5	0.9	1.0	1	-4.9	-0.1
COc1ccc(S(=O)(=O)n2[nH]c(=O)c(CCO)c2C)c([N+](=O)[O-])c1	2.7	1.1	0.6	12.3	5.9	1	-5.6	1.1	-6.0	0.9
Cc1ccc(-c2nc(C)c(C(=O)O)s2)cc1	-143.3	1.1	13.0	-13.5	-5.2	0.9	43.0	0.6	-6.5	-0.9
O=S1(=O)N=C(N/N=C/c2ccccn2)c2ccccc21	-10.4	1	-0.2	-9.2	-4.9	1	-4.3	1	-2.2	1.1
CCN(Cc1ccccc1)C(=O)CSc1nc(C)cc(=O)[nH]1	22.0	1	-0.2	-1.6	-7.1	1	-3.9	1	0.8	1.0
O=C(COC(=O)c1ccc(Cl)nc1)Nc1ccccc1OC(F)F	1.0	1	-5.8	-9.3	-0.3	1.1	-3.4	1	-0.8	-0.6
COC(=O)C1=C(C)N=C2SCCC(=O)N2C1c1ccc(C(=O)OC)cc1 (stereo not given)	-9.7	1	10.6	-7.5	7.1	0.9	-3.3	1	1.0	5.5

Additional structures follow.
Molecule	APP 5UTR inh	TNAP act hi DEA	bIAP inhibitor	TNAP inh noacc	L major viab	bIAP act	FLuc inhib CS	FLuc stim CS	TNAP inh hiacc	RAM inhibit
COc1ccc(C(=O)SC2=NCCS2)cc1	-1.1	1	1.7	-4.4	-5.4	1	-0.3	1	2.7	-0.8
CN(C)S(=O)(=O)c1cc(NC(=O)CN2CCN(c3ccccc3F)CC2)ccc1Cl	-7.3	1	-1.1	-7.2	3.0	1	0.0	1	-0.7	0.4
CC1(NC(=O)c2cc(S(=O)(=O)N3CCCCC3)ccc2Cl)CCS(=O)(=O)C1 (stereo not given)	4.8	1	-6.4	-11.4	-1.7	1.1	-2.0	1	0.8	2.4
CCCCNC(=O)N1CCc2ccccc2C1	-9.0	1	1.8	-6.3	-6.7	1	-4.3	1	-3.8	0.1
O=C1CSC(c2ccncc2)N1Cc1ccccc1 (stereo not given)	7.7	1	-1.2	-9.7	-0.4	1	0.7	1	-0.5	1.0

A few values from above.
In RAM inhibit, Cc1ccccc1NC(=S)/C(=C(\[O-])c1cc(C)n(Cc2ccccc2Cl)c1C)[n+]1ccccc1 is entered as 1.0
In bIAP inhibitor, CC1Cc2nc(SCC(=O)Nc3ccc(F)cc3F)n(C)c(=O)c2S1 (stereo not given) is entered as -6.7
